Screening results as filed in PubChem BioAssay.
EPAC1 antag: blocks human EPAC1 exchange factor; O95398; EPAC1 GEF assay, Rap1b-BODIPY-GDP exchange fluorescence; Potency, µM (titrated, usually from 115 µM), for inactives: at the highest dose activity change, negative = inhibition, usual class: inhibitors; actives 0.14% (n = 360,000); AID 720709;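 also: potency is read from the fitted curve at half-maximal effect; plate controls were vehicle for no effect and positive control for full effect; nearly all actives have a fitted effect of over 50% in size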
Target sequence (O95398 whole entry, looked up): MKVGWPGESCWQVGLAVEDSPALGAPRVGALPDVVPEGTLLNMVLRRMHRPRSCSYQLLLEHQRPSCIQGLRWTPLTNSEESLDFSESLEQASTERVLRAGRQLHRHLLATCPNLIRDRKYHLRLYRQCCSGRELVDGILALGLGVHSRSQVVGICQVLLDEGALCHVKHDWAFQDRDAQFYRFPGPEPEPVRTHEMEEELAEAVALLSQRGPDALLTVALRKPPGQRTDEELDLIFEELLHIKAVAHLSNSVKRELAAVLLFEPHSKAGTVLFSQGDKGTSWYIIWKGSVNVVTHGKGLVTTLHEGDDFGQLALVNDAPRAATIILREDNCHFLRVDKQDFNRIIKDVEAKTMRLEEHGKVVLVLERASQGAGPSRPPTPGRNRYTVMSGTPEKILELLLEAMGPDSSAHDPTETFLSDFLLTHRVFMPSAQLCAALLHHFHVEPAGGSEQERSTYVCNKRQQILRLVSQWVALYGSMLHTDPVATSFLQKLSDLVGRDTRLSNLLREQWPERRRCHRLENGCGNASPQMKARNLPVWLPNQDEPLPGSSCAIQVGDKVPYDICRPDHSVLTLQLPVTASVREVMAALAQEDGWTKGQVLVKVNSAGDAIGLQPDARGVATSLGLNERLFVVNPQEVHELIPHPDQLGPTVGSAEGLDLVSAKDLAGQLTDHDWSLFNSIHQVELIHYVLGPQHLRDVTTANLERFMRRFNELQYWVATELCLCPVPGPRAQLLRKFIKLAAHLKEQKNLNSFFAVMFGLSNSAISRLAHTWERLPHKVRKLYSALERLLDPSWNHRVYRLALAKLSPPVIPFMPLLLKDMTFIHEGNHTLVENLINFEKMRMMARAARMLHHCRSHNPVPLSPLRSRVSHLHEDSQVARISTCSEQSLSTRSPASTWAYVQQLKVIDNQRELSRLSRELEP
PI5P4Ka inh: blocks human PI5P4K alpha kinase activity | PI5P4Kalpha enzyme, ADP-Glo luminescence, 60 min; active compounds read low | max response, % | actives 1.2% (n = 330,000); active = max response of -50% or lower; inconclusive = between -30% and -50%; inactive = -30% or higher; also: value at the top dose of about 77 µM; % is scaled to controls: 0 for no effect and ±100 for the full control effect
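Controls without substrate or without enzyme flank wells where PI5P4Kalpha converts substrate using 5 microM ATP (final). Incubation lasts 60 minutes at room temperature; ADP formed is read by ADP-Glo luminescence.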
PLK1 PBD block: inhibitors of human PLK1 polo-box domain binding. AID 720504. Plk1 PBD binding of FITC phosphopeptide, fluorescence polarization. P53350. actives 2.8% (n = 360,000). Potency, µM, inactives show max response, negative = inhibition, actives largely listed as inhibitors; also: potency is read from the fitted curve at half-maximal effect; series mostly up to about 57 µM; % is scaled to controls: 0 for no effect and ±100 for the full control effect; nearly all actives have a fitted effect of over 65% in size
IL-2 act: activators of IL-2 | IL-2 activation reporter assay, cell-based qHTS; stimulated with anti-CD3/CD4/CD28 beads; in transgenic mouse T cells | actives 0.065% (n = 360,000) | activation, % (series mostly up to about 46 µM); in the data active = activation above about 50%; inconclusive = mostly about 30% to 49%; also: 0% is about no effect
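Using fluorescent plate cytometry, EGFP and DsRed are detected in transgenic mouse T cells stimulated 18 h at 37 degrees C with antibody-coated beads after 60 min compound pretreatment.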
FUS suppressor: FUS proteinopathy suppression in yeast | S. cerevisiae FUS-expressing, growth rescue, OD600, 24 h | Potency, µM (series often up to 76.6 µM), inactives show top-dose growth rescue (activation), hits mostly activators | actives 0.24% (n = 390,000) | AID 1347120;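 also: potency is read from the fitted curve at half-maximal effect; plate controls were DMSO vehicle for no effect and reference control for full effect; nearly all actives have a fitted effect of over 55% in size; some results filed as inactive show a strong effect at the top dose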
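S. cerevisiae expressing FUS from galactose induction served as the toxicity model. Growth after 24hr at 30C, read as absorbance at 600 nm, indicates suppression of toxicity; compounds dosed at several concentrations.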
WRN inhibitor: WRN helicase (human) inhibition. Potency, µM (top dose mostly 114 µM), inactives show top-dose activity change, negative = inhibition, usual class: inhibitors. Q14191. actives 0.46% (n = 360,000). WRN helicase unwinding, fluorescent forked duplex, kinetic; also: potency is read from the fitted curve at half-maximal effect; % is scaled to controls: 0 for no effect and ±100 for the full control effect; nearly all actives have a fitted effect of over 55% in size
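Screening of the MLSMR collection measured strand separation of a quenched forked DNA duplex (100 nM) by 20 nM WRN with 2 mM ATP, all final. Compounds were preincubated with enzyme 15 min at room temperature.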
Abeta yeast res: restores growth of yeast expressing A-beta42 peptide; Potency, µM (titrated, usually from 46.1 µM), for inactives: at the highest dose growth rescue, actives largely listed as activators; yeast expressing A-beta42, growth rescue, OD600, 48 h; response scale: 0% DMSO, 100% iron-clioquinol control; AID 1347071; actives 0.063% (n = 410,000); also: potency is read from the fitted curve at half-maximal effect; nearly all actives have a fitted effect of over 55% in size
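Yeast A-beta toxicity model in growth medium with pinned compounds, 48 h at 30 C; growth read as absorbance at 600 nm. Normalized to FeCl3/clioquinol equimolar mix (positive) and DMSO (negative).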
EPAC1 ag: agonists of human EPAC1. actives 0.073% (n = 360,000). O95398. Potency, µM (series often up to 154 µM), inactives show top-dose activation, actives largely listed as activators. EPAC1 agonist qHTS, biochemical assay; response scale: 100% = response to 6.5 mM cAMP; also: potency is read from the fitted curve at half-maximal effect; nearly all actives have a fitted effect of over 60% in size
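Fluorescent GDP-exchange assay: 100 nM EPAC1 with 250 nM Rap1B preloaded with BODIPY-GDP and 50 uM GDP; compounds tested as concentration series, 5 min at room temperature, then read every 5 min for 30 min (ex 480/em 540 nm); normalized to 6.5 mM cAMP.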
* = called active by the depositor; ? = inconclusive; · = not tested or not shown; [ ] = remark or other dose. Unless noted, calls follow the shape of the dose curve; as a rule, active = well fitted curve in the direction sought with a large enough effect; inconclusive = small, poorly fitted or top-dose-only effect, or another doubt; inactive = no such curve, though single readings can be large; an effect the other way counts as inactive or inconclusive.

compound	EPAC1 ag	FUS suppressor	EPAC1 antag	WRN inhibitor	PLK1 PBD block	PI5P4Ka inh	IL-2 act	Abeta yeast res
O=C(CN1C(=O)c2ccccc2S1(=O)=O)N1CCOCC1	-6.5%	-5.8%	15.0%	5.5%	0.0%	·	-1.7	3.0%
COC(=O)C(=Cc1ccncc1)c1cccc2ccccc12	-10.2%	-1.8%	0.4%	8.2%	3.4%	-7.1	-2.5	-6.0%
CCCn1nnc(NC(=O)c2ccc(-c3cccc(Cl)c3)o2)n1	9.6%	28.4%	-17.7%	-8.5%	-7.3%	3.2	-1.0	-15.7%
O=C(O)COc1ccc(Cl)cc1CO	-2.5%	-16.3%	-0.6%	-3.5%	-4.3%	·	-0.3	-7.3%
CCCN1CCN(C(=O)C2CCN(S(=O)(=O)c3ccc4c(c3)oc(=O)n4C)CC2)CC1	-5.4%	-14.4%	1.3%	2.2%	1.8%	1.5	1.7	-9.8%
CC(C)C(NS(=O)(=O)c1cccs1)C(=O)NCc1ccccc1Cl (stereo unspecified)	1.5%	11.9%	-0.9%	-2.5%	-8.1%	0.9	0.9	1.2%
COc1ccc(-c2nc(CSCC(=O)NCCCN3CCCC3=O)c(C)o2)cc1OC	-9.3%	-15.6%	-20.1%	5.5%	21.2µM*	-4.2	-3.6	0.8%
CCN(CC)CCNc1nc(-c2ccccc2)c2c(c1C#N)CC(C)(C)OC2	1.2%	0.0%	-7.3%	-4.0%	2.9%	12.8	0.3	8.0%
CC(=O)Nc1ccc(NC(=O)C/C(C)=N/NC(=O)COc2cc(C)c(Br)cc2Br)cc1	6.5%	25.1%	-28.6%	-2.7%	-5.6%	-1.9	0.1	-11.9%
CSC1=NCCN1S(=O)(=O)c1ccc(F)cc1	0.6%	-31.3%	-25.9%	3.4%	-8.3%	6.8	-1.9	-8.9%
CCOc1ccc(CC(=O)NCCc2cnc[nH]2)cc1	-8.7%	1.2%	-7.9%	-16.4%	-4.4%	-1.4	-0.7	-8.3%
O=C(N/N=C/c1cccn1-c1ccc(O)cc1)c1cccc2ccccc12	3.6%	11.2%	3.4%	1.8%	-9.5%	-9.8	-1.5	-3.7%
Cc1ccc(Oc2ccc(N)cc2)cc1	0.2%	31.0%	-4.3%	6.3%[57.1 µM]	-8.7%	7.2	-2.6	-26.0%
CCC1(CC)C(=O)C(C)(C)C(=O)OC1c1ccccn1 (stereo unspecified)	8.5%	-11.0%	1.0%	-5.6%	-1.5%	5.9	0.1	27.6%
COc1ccc(C)cc1NC(=O)NCc1ccccn1	8.7%	-23.0%	-5.5%	-6.0%	3.5%	5.8	-1.7	4.2%
O=C(NC1CCCCC1)C1CCN(S(=O)(=O)c2cccc3nonc23)CC1	-2.7%	-15.6%	-14.8%	-8.8%	-2.7%	-6.7	-2.6	-4.2%
CC(C)C[C@H]1CNC(=O)C(=O)N1C[C@@H]1CCCN1C[C@H](Cc1ccc(O)cc1)N1C[C@H](Cc2ccccc2)N(CC2CCCCC2)C(=O)C1=O	-4.2%	19.0%	-8.8%	-1.0%	-8.3%	-3.6	-0.9	0.9%
O=S(=O)(Nc1ccccn1)c1ccc(-n2cccn2)cc1	-5.8%	-17.8%	2.7%	5.0%	6.2%	4.8	-1.0	-12.4%
C[C@H](O)[C@@H]1CN2CCc3c([nH]c4ccc(-c5ccc6c(c5)OCO6)cc34)[C@@H]2C[C@@H]1N(C)C(=O)Nc1cc(Cl)cc(Cl)c1	-27.7%	?	-11.7%	-0.9%	-10.5%	-5.8	-3.3	-47.6%[inhibitor]
COCCNc1oc(/C=C/c2ccccc2)nc1C#N	7.0%	2.2%	-1.0%	-4.0%	-0.6%	3.2	-0.2	-8.0%
CSc1ncc2ncn(C3OC(CO)C(O)C3O)c2n1 (stereo unspecified)	5.0%	32.6%	-24.9%	-35.8%	-10.3%	-22.4	0.5	-5.7%
CCC(C)N(C(=O)CSc1nnnn1-c1ccccc1OC)C1CCS(=O)(=O)C1 (stereo unspecified)	-3.3%	-5.1%	10.4%	4.7%	-12.3%	9.5	-0.2	-6.0%
Cc1nc(NC(=O)C(C)(C)C)sc1C(=O)Cn1cc(-c2ccc(C(C)(C)C)cc2)nn1	0.3%	11.3%	3.7%	-4.0%	-11.5%	-2.9	-0.4	-1.2%
CCOC(=O)c1ccc(NC(=O)NNC(=O)CCc2ccc(OC)cc2)cc1	-5.2%	-0.8%	-7.4%	5.9%	-13.9%	-2.1	-5.1	2.9%
Cc1ccc(C)c(NC(=O)C2CC3c4ccccc4C2c2ccccc23)c1 (stereo unspecified)	2.5%	13.7%	-1.1%	4.2%	-7.1%	-4.0	4.0	7.5%
COc1ccc(/C=N\Nc2ccc([N+](=O)[O-])cc2[N+](=O)[O-])c(C(=O)O)c1OC	-5.7%	4.7%	-24.0%	2.1%	-2.9%	-21.9	-0.1	-22.0%
Cc1nc(C)c(C(=O)OCC(=O)NCCc2ccc(F)cc2)s1	-1.6%	5.3%	7.4%	-1.1%	-17.1%	-6.6	0.4	-1.0%
COC(=O)c1c(NC(=O)c2ccc(OC(C)C)cc2)sc2c1CC(C)(C)NC2(C)C	-2.1%	-2.8%	2.5%	-1.3%	-3.0%	0.9	-3.9	-12.4%
CC(O)[C@H]1CC[C@H]2[C@@H]3CC[C@H]4C[C@@H](O)CC[C@]4(C)[C@H]3C(=O)C[C@]12C (stereo partly specified)	-12.1%	6.2%	-3.8%	-0.7%	-5.9%	12.2	0.4	8.9%
Nn1c(Nc2ccccc2)nc2ccccc21	4.7%	-14.6%	-11.7%	-3.4%	-2.2%	-5.5	-0.1	-0.7%
Cc1ccc(OCC(=O)Nc2cccc(S(=O)(=O)N3CCCC3)c2)cc1C	10.2%	-5.0%	-6.3%	-3.2%	6.3%	1.2	-3.5	11.6%
CCOC(=O)C1CCCN(C2CC(=O)N(c3cccc(C(F)(F)F)c3)C2=O)C1 (stereo unspecified)	-4.2%	24.1%	-1.0%	-1.7%	-8.1%	-9.7	-1.8	-88.2%[inhibitor]
CN1C(c2ccccc2)=NO[C@]1(C)c1ccccc1	0.2%	-11.8%	-7.8%	2.7%	-3.1%	-0.7	0.4	9.9%
Cc1cc(C)cc(NC(=O)C2C3C=CC4(O3)C2C(=O)N(CCCN2CCCCC2)C4C(=O)NC2CCCCC2)c1 (stereo unspecified)	1.9%	15.9%	4.5%	-0.1%	-10.4%	3.2	-0.2	-7.0%
O=C(c1cc(COc2ccc(-n3cncn3)cc2)on1)N1CCCC1	-9.1%	9.3%	-3.4%	5.3%	1.8%	0.5	3.8	-11.5%
COc1cccc(C(=O)Oc2ccccc2/C=C\C(=O)c2cc3ccccc3o2)c1	7.2%	11.7%	-14.1%	-7.6%[57.1 µM]	-13.5%	2.5	-0.8	-1.1%
CNC(=O)COc1ccc2oc3c(c2c1)CCCC3	6.1%	-16.6%	-11.8%	-3.4%	2.4%	-0.4	-2.0	9.0%
CCC(=O)Nc1nonc1-c1nc2ccccc2n1Cc1cccc2ccccc12	5.5%	21.6%	12.0%	-2.5%	0.5%	-0.8	-2.4	2.6%
Cc1ccnc(NC(=O)CCC(=O)N(CC(=O)NCc2ccc(F)cc2)Cc2ccccc2)c1	0.5%	-9.7%	0.5%	-0.9%	4.7%	13.1	0.8	-5.5%
Nc1ccc(C(=O)CC(=O)Nc2ccc(Cl)cc2)cc1	0.1%	17.4%	8.0%	5.4%	-6.8%	0.8	0.4	-3.2%
Cc1cnc(C(=O)OCC(=O)NC(C)c2ccccc2)cn1 (stereo unspecified)	-7.7%	8.8%	18.2%	15.0%	-0.6%	-2.9	0.6	-1.0%
Cn1cc([C@@H]2C[C@H]3CN(Cc4cccc(Cl)c4)C(=O)[C@]34CCCN24)c(-c2ccccc2)n1	2.4%	11.1%	-7.0%	-2.4%	-2.9%	1.0	-1.7	3.5%
CC(=O)N1C[C@H]2CON(C)[C@H]2C[C@H]1c1cccc(N2CCOCC2)c1	-21.8%	-7.3%	-12.8%	-2.5%	-27.3%	2.4	-2.0	-8.8%
Cc1ccc(NC(=O)CN2C(=O)COc3ccc(C)cc32)nc1	-3.6%	27.0%	4.2%	7.9%	-0.2%	·	-2.8	10.7%
CCCCCC(=O)Nc1cc(N(C)C)nc2ccccc12	0.3%	2.6%	0.3%	-0.1%	-0.8%	-0.6	-1.1	-1.5%
O=C(NCc1ccco1)C1C(=O)Nc2ccccc2C(=O)N1C1CCCCC1 (stereo unspecified)	-0.3%	-2.0%	1.0%	-0.5%	-6.3%	2.4	0.6	-7.3%
CC(=O)c1ccc(OCc2cc(C(=O)N(C)CCOc3ccc(C)cc3)no2)cc1	-5.6%	22.2%	-12.2%	-4.6%	-10.5%	22.8	-2.9	-22.9%
COc1ccc(OC)c(CN2CCN(c3ccc(S(=O)(=O)N4CCCC4)cn3)CC2)c1	5.4%	·	?	-4.7%	0.6%	1.3	-0.7	-4.1%
CC(=O)c1ccc(-n2nnnc2SCC(=O)Nc2cccc(NC(=O)c3ccco3)c2)cc1	-7.5%	-15.3%	-8.7%	-1.0%	-13.4%	-10.5	0.4	-9.3%
COc1ccc(CCNc2c(N)n(Cc3ccccc3)c(=O)[nH]c2=O)cc1OC	7.0%	12.5%	-11.2%	-9.0%	-17.7%	-16.2	-0.4	1.3%
C/C(CC(=O)Nc1ccccn1)=N\NC(=O)c1ccccc1O	1.5%	29.2%	-12.3%	-2.7%	-5.7%	-4.4	0.5	-11.2%

Part of the list above, with two lines to a compound:
Each structure is followed by: EPAC1 ag, FUS suppressor, EPAC1 antag, WRN inhibitor, PLK1 PBD block, PI5P4Ka inh, IL-2 act, Abeta yeast res
O=C(NCc1ccco1)C1C(=O)Nc2ccccc2C(=O)N1C1CCCCC1 (stereo unspecified)
→ -0.3%, -2.0%, 1.0%, -0.5%, -6.3%, 2.4, 0.6, -7.3%
CC(=O)c1ccc(OCc2cc(C(=O)N(C)CCOc3ccc(C)cc3)no2)cc1
→ -5.6%, 22.2%, -12.2%, -4.6%, -10.5%, 22.8, -2.9, -22.9%

Entries of single compounds from above. Order of screens: EPAC1 ag	FUS suppressor	EPAC1 antag	WRN inhibitor	PLK1 PBD block	PI5P4Ka inh	IL-2 act	Abeta yeast res
`CC(=O)c1ccc(OCc2cc(C(=O)N(C)CCOc3ccc(C)cc3)no2)cc1` across the screens: -5.6%	22.2%	-12.2%	-4.6%	-10.5%	22.8	-2.9	-22.9%
`Cc1cnc(C(=O)OCC(=O)NC(C)c2ccccc2)cn1` (stereo unspecified) across the screens: -7.7%	8.8%	18.2%	15.0%	-0.6%	-2.9	0.6	-1.0%
